Screening results: PubChem, Sanford-Burnham Center for Chemical Genomics
MPTP block – permeability transition pore inhibition. inhibition, % at 10 µM. 1.4% of 360,000 active. isolated mouse mitochondria, Ca2+ swelling absorbance, 30 min;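 active = inhibition of 50% or more, scaled per plate between neutral and stimulator controls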;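 note: 0% = DMSO wells given calcium and 100% = 1 mM EGTA wells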
ATG4B inh – inhibitors of human ATG4B cysteine protease | Q9Y4P1 | ATG4B cleavage of LC3-PLA2, NBD-HPC fluorescence, 1 h | inhibition, % at 8.33 µM | 0.51% of 340,000 active; in the data active = inhibition above about 40%
HKDC1 inhibitor – inhibitors of human hexokinase HKDC1; recombinant HKDC1, G6PDH/diaphorase resazurin coupled fluorescence; inhibition, % at 20 µM; 0.16% of 340,000 active; AID 493160;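 active = inhibition above about 35% when tested at 20 µM, limit read from the data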;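 note: plate controls were DMSO wells with enzyme for no effect and DMSO wells lacking enzyme for full effect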
Target sequence (Q2TB90 whole entry, looked up): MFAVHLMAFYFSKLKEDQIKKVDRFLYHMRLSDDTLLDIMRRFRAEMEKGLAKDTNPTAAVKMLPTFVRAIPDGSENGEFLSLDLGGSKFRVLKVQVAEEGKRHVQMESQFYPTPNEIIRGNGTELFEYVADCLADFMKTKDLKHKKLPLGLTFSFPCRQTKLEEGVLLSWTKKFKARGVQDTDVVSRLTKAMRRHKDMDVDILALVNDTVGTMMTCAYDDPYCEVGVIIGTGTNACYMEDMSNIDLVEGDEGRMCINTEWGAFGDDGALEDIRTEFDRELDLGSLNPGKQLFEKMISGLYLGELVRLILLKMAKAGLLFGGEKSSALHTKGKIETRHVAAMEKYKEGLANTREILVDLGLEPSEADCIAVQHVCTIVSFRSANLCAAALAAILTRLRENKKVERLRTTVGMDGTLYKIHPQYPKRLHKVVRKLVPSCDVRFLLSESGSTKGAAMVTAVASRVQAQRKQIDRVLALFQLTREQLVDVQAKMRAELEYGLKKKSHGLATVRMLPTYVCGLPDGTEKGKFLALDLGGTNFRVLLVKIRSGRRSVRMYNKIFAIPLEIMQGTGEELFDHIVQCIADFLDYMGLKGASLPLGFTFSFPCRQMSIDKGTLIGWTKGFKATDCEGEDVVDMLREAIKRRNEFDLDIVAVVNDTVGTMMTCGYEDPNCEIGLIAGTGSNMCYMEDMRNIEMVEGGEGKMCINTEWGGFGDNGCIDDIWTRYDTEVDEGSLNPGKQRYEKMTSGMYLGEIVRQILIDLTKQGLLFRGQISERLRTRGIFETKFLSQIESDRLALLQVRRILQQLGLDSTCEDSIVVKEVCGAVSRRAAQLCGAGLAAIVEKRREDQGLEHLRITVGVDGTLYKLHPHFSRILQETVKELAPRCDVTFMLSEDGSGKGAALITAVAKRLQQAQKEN
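Material – in-house recombinant HK5 (HKDC1) enzyme · Quantity – HKDC1 at 5 µg/mL · Buffer or medium – pH 8.0 Tris buffer with 10 mM MgCl2 · Reagent – glucose with 1 mM ATP · Dosing – single 20 µM dose · Times – reaction time 90 min, room temperature, protected from light · Technique – resorufin fluorescence at 613 nm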
GRIN3A LBD mod – NR3A (human) ligand-binding domain modulation; Tm shift relative to glycine control, % at 25 µM; 2.5% of 340,000 active; NR3A LBD differential scanning fluorimetry, Tm shift; 0% = protein alone, 100% = glycine-bound protein;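 active = melting temperature shift of at least 10% of the positive control shift, at one fixed dose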
SENP7 block – inhibitors of human SENP7 protease; recombinant SENP7, Z-RLRGG-aminoluciferin luminescence, 40 min; Q9BQF6; AID 434973; inhibition, % at 5 µM; 1.5% of 330,000 active;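 active = inhibition above about 50% at the single test dose, limit read from the data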;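 note: plate controls were DMSO with enzyme for no effect and no enzyme buffer wells for full effect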
SENP8 inh – SENP8 (human) protease inhibition. 0.64% of 360,000 active. AID 602440. inhibition, % at 20 µM. recombinant SENP8, Nedd8 substrate fluorescence; in the data active = inhibition mostly above about 40%, no sharp cut-off; inactive = mostly below about 27%
SENP6 inh – SENP6 protease inhibition | inhibition, % at 10 µM | 1.8% of 330,000 active | Recombinant SENP6 catalytic domain, aminoluciferin luminescence | Q9GZR1;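 active = inhibition above about 50% at the single tested dose, limit read from the data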;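 note: plate controls were DMSO wells with enzyme for no effect and DMSO wells lacking enzyme for full effect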
PfG6PD inh – PfG6PD (Plasmodium falciparum) enzyme inhibition. AID 504690. 0.78% of 350,000 active. inhibition, % at 20 µM. PfGluPho enzyme, NADPH resazurin-diaphorase fluorescence;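 active = inhibition reaching at least a set limit at 20 µM in the primary screen, cut at about 59% in these data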;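 note: 0% = DMSO wells with substrate and 100% = DMSO wells lacking glucose-6-phosphate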
Numbers without * were called inactive; . = no result given.

cpd	smiles	MPTP block	PfG6PD inh	ATG4B inh	SENP8 inh
1	O=C(NCc1ccccn1)Nc1ccc(Br)cc1	-0.4	-4	-5	6
2	COC(=O)[C@@]1(Cc2ccc(F)cc2)[C@H]2c3cc(C(=O)N4CCCC4)n(CCO)c3C[C@H]2CN1C(=O)c1ccccc1	.	-6	-3	.
3	COc1cc2c(cc1OC)-c1cc(OCc3ccccc3Cl)nc(=O)n1CC2	-1.9	-14	-3	-286
4	CC(=O)Nc1ccc(S(=O)(=O)NC2CCCCCC2)cc1	-1.6	-11	-6	10
5	CCOC(=O)C1CCCN(C(=O)Cn2cccc2C(=O)c2ccccc2)C1 (stereo not drawn)	0.1	-6	-12	20
6	CN1C2CCC1CC(NS(=O)(=O)c1cc(Cl)c(Cl)cc1Cl)C2 (stereo not drawn)	-0.5	12	2	14
7	CN(C(=O)CSc1ncccn1)C1CCS(=O)(=O)C1 (stereo not drawn)	0.1	-2	0	6
8	C=CCn1c(COc2ccc(F)cc2)nnc1SCC(=O)NC1CCCC1	-0.4	7	-15	13

cpd	HKDC1 inhibitor	SENP6 inh	GRIN3A LBD mod	SENP7 block
1	-8	-14	-2	-10
2	-5	-19	-2	-5
3	-7	-1	-3	-4
4	-4	-17	-1	3
5	-10	-16	1	4
6	-5	-4	0	2
7	-5	-10	0	-13
8	-6	-21	0	2

Carrying on.
cpd	smiles	MPTP block	PfG6PD inh	ATG4B inh	SENP8 inh
9	O=C(CN1CCN(S(=O)(=O)c2ccc(Cl)c(Cl)c2)CC1)N1CCCC1	0.6	-3	-2	9
10	COc1cc(C2CC(C(F)(F)F)n3ncc(C(=O)O)c3N2)cc(OC)c1OC (stereo not drawn)	0.5	2	-7	16
11	O=C(O)CC(Cc1ccccc1)(C(=O)O)c1ccccc1 (stereo not drawn)	-0.5	0	5	16
12	O=C(N/N=C/c1cn(-c2ccccc2)nc1-c1ccc(F)cc1)c1ccc2c(c1)OCO2	6.4	-6	-2	-14
13	Cc1csc(NC(=O)CN2CCCCCC2)n1	-0.8	-8	5	1
14	CCOCC(=O)Nc1sc2c(c1C(=O)OCC)CCCC2	-1.2	17	-1	-19
15	Cn1c(=O)c2ncn(CC(=O)Nc3cccc(-c4nc5ccccc5s4)c3)c2n(C)c1=O	1.5	2	-28	-146
16	CCCNC(=O)C1CCC(CNS(=O)(=O)c2ccc3c(c2)CC(C)N3C(C)=O)CC1 (stereo not drawn)	-3.4	-13	-2	11

cpd	HKDC1 inhibitor	SENP6 inh	GRIN3A LBD mod	SENP7 block
9	2	-2	-1	-1
10	1	-7	3	-3
11	-2	-2	0	3
12	-1	0	0	5
13	-5	-45	1	-12
14	4	-15	1	-5
15	-6	72*	-4	-8
16	-1	7	-1	-6

Next section
cpd	smiles	MPTP block	PfG6PD inh	ATG4B inh	SENP8 inh
17	O=C(CN1C(=O)S/C(=C\c2cccc(Cl)c2)C1=O)NCCCn1ccnc1	0.9	-4	-7	17
18	COCCSc1nnc(NC(=O)c2ccco2)s1	0.1	22	-4	-15
19	COc1ccc(OC)c(N2C(=O)CCCC2=O)c1	0.2	8	-5	5
20	CCOc1ccc(OCC(=O)N2CCOCC2)cc1	-2.2	-2	-1	32
21	O=C1c2cccc3cccc(c23)C(=O)N1Cc1ccccc1	4.0	-9	-4	-82
22	COc1ccc(CN(CC2CCCO2)C(=O)c2cc3ccccc3oc2=O)cc1 (stereo not drawn)	-0.5	-3	-5	3
23	Cc1ccc(OCC(=O)Nc2cccc(S(=O)(=O)N3CCOCC3)c2)c([N+](=O)[O-])n1	0.2	-9	-12	22
24	Cc1cc(=O)[nH]c(-c2ccccc2O)n1	-0.9	5	12	-297

cpd	HKDC1 inhibitor	SENP6 inh	GRIN3A LBD mod	SENP7 block
17	5	-20	-1	18
18	-5	-14	-1	92*
19	-1	12	1	1
20	-2	-11	-3	-1
21	-7	-8	1	-9
22	5	-11	1	-9
23	-4	14	4	2
24	-2	-4	1	-8

The results go on.
cpd	smiles	MPTP block	PfG6PD inh	ATG4B inh	SENP8 inh
25	O=C(O)Cc1ccc(NC(=S)NCc2ccco2)cc1	-1.4	-8	-2	14
26	CC(NS(=O)(=O)c1cccc(C(=O)O)c1)C12CC3CC(CC(C3)C1)C2 (stereo not drawn)	-0.7	-40	-2	12
27	CN1CCN(c2ccc(NC(=O)c3ccc(C#N)cc3F)cc2Cl)CC1	1.9	20	2	11
28	Cc1ccc(-n2nc(-c3cccs3)cc2C(=O)NCC2CCCO2)c(C)c1 (stereo not drawn)	-1.1	18	5	-25
29	CN(C)S(=O)(=O)c1ccc(Cl)c(NC(=O)COC(=O)C2CSC3(C)CCC(=O)N23)c1 (stereo not drawn)	2.3	-7	10	11
30	CC(=O)N1CCN(c2ccc(NCc3ccccc3)cc2)CC1	-1.2	-6	0	-60
31	O=C(CCCC(=O)OCC(F)(F)C(F)F)Nc1ccc(NC(=O)CCCC(=O)OCC(F)(F)C(F)F)cc1	-0.7	-3	-22	10
32	CCN(CC)C(=O)c1csc(Nc2cccc3ccccc23)n1	0.9	2	-1	-183

cpd	HKDC1 inhibitor	SENP6 inh	GRIN3A LBD mod	SENP7 block
25	-8	10	-2	1
26	4	5	-3	2
27	-3	10	0	-2
28	14	-21	0	-10
29	8	-10	4	7
30	2	-8	0	1
31	-9	8	-1	5
32	11	44	1	20

More structures:
cpd	smiles	MPTP block	PfG6PD inh	ATG4B inh	SENP8 inh
33	Cc1nnc(N2CCOCC2)c2nn(-c3ccccc3)c(C)c12	0.5	4	-2	-92
34	O=C(CSc1nc2cc(S(=O)(=O)N3CCOCC3)ccc2o1)Nc1c(F)cccc1F	-3.6	50	0	11
35	CN(C)S(=O)(=O)N1CCN(C(=O)N2CCCCC2)CC1	0.2	5	8	5
36	CC1CCC(NC(=O)CCCn2sc3ccccc3c2=O)CC1 (stereo not drawn)	-0.7	12	-6	10
37	Cc1cc(C)c2c(=O)[nH]c(SCC(=O)c3ccc(C)c(C)c3)nc2n1	2.3	-11	1	-18
38	COc1ccc(/C=N/NC(=O)C2C3CCCCC32C)cc1OC (stereo not drawn)	-0.5	3	5	3
39	COc1ccc(OC)c(C(c2nnnn2CC2CCCO2)N2CCN(C)CC2)c1 (stereo not drawn)	0.2	-12	0	19
40	CCOC(=O)CSc1ncc(OC)c(Sc2ccc(OC)cc2)n1	1.0	40	7	6

cpd	HKDC1 inhibitor	SENP6 inh	GRIN3A LBD mod	SENP7 block
33	-6	-1	1	1
34	-13	-3	4	-10
35	-9	-27	-1	-3
36	5	-4	-2	-7
37	-1	-12	-3	-4
38	-4	7	-1	5
39	-1	-1	-10	7
40	0	-5	3	-8

17 structures out of the list, sorted by heavy-atom count, low to high:
cpd	smiles	MPTP block	PfG6PD inh	ATG4B inh	SENP8 inh
24	Cc1cc(=O)[nH]c(-c2ccccc2O)n1	-0.9	5	12	-297
19	COc1ccc(OC)c(N2C(=O)CCCC2=O)c1	0.2	8	-5	5
20	CCOc1ccc(OCC(=O)N2CCOCC2)cc1	-2.2	-2	-1	32
35	CN(C)S(=O)(=O)N1CCN(C(=O)N2CCCCC2)CC1	0.2	5	8	5
14	CCOCC(=O)Nc1sc2c(c1C(=O)OCC)CCCC2	-1.2	17	-1	-19
6	CN1C2CCC1CC(NS(=O)(=O)c1cc(Cl)c(Cl)cc1Cl)C2 (stereo not drawn)	-0.5	12	2	14
38	COc1ccc(/C=N/NC(=O)C2C3CCCCC32C)cc1OC (stereo not drawn)	-0.5	3	5	3
40	CCOC(=O)CSc1ncc(OC)c(Sc2ccc(OC)cc2)n1	1.0	40	7	6
26	CC(NS(=O)(=O)c1cccc(C(=O)O)c1)C12CC3CC(CC(C3)C1)C2 (stereo not drawn)	-0.7	-40	-2	12
27	CN1CCN(c2ccc(NC(=O)c3ccc(C#N)cc3F)cc2Cl)CC1	1.9	20	2	11

cpd	HKDC1 inhibitor	SENP6 inh	GRIN3A LBD mod	SENP7 block
24	-2	-4	1	-8
19	-1	12	1	1
20	-2	-11	-3	-1
35	-9	-27	-1	-3
14	4	-15	1	-5
6	-5	-4	0	2
38	-4	7	-1	5
40	0	-5	3	-8
26	4	5	-3	2
27	-3	10	0	-2

cpd	smiles	MPTP block	PfG6PD inh	ATG4B inh	SENP8 inh
28	Cc1ccc(-n2nc(-c3cccs3)cc2C(=O)NCC2CCCO2)c(C)c1 (stereo not drawn)	-1.1	18	5	-25
3	COc1cc2c(cc1OC)-c1cc(OCc3ccccc3Cl)nc(=O)n1CC2	-1.9	-14	-3	-286
39	COc1ccc(OC)c(C(c2nnnn2CC2CCCO2)N2CCN(C)CC2)c1 (stereo not drawn)	0.2	-12	0	19
23	Cc1ccc(OCC(=O)Nc2cccc(S(=O)(=O)N3CCOCC3)c2)c([N+](=O)[O-])n1	0.2	-9	-12	22
34	O=C(CSc1nc2cc(S(=O)(=O)N3CCOCC3)ccc2o1)Nc1c(F)cccc1F	-3.6	50	0	11
15	Cn1c(=O)c2ncn(CC(=O)Nc3cccc(-c4nc5ccccc5s4)c3)c2n(C)c1=O	1.5	2	-28	-146
2	COC(=O)[C@@]1(Cc2ccc(F)cc2)[C@H]2c3cc(C(=O)N4CCCC4)n(CCO)c3C[C@H]2CN1C(=O)c1ccccc1	.	-6	-3	.

cpd	HKDC1 inhibitor	SENP6 inh	GRIN3A LBD mod	SENP7 block
28	14	-21	0	-10
3	-7	-1	-3	-4
39	-1	-1	-10	7
23	-4	14	4	2
34	-13	-3	4	-10
15	-6	72*	-4	-8
2	-5	-19	-2	-5

Remaining list, next part.
cpd	smiles	MPTP block	PfG6PD inh	ATG4B inh	SENP8 inh
41	COc1cc(/C=N/N=C2/NC(=O)C(CC(=O)O)S2)ccc1OCc1ccc(Cl)cc1 (stereo not drawn)	2.2	-18	4	-2
42	COc1ccccc1CN(C(=O)c1cnccn1)C(C(=O)NC1CCCCC1)c1cc(OC)c(OC)c(OC)c1 (stereo not drawn)	-0.3	-7	-4	12
43	CCOC(=O)c1ccccc1NC(=O)c1ccc(Cl)c(S(=O)(=O)N2CCOCC2)c1	0.1	2	11	3
44	CCOC(=O)Cc1nnc(NC(=O)CSc2nnc3c4ccccc4n(C)c3n2)s1	3.2	-22	-18	2
45	CC(C)Oc1ccccc1OCCCCn1cnc2ccccc2c1=O	-3.2	4	-5	-3
46	CCCCCOc1ccc(C2NC(=O)NC2=O)cc1 (stereo not drawn)	-0.7	-3	-4	3
47	CCC(C)(C)n1nnnc1C(C(C)C)N(CCN1CCOCC1)Cc1cc2cccc(C)c2[nH]c1=O (stereo not drawn)	-1.6	-8	4	-25
48	CCOc1ccccc1N(CC(=O)NCC1CCCO1)C(=O)CCC(=O)Nc1nccs1 (stereo not drawn)	-0.8	-4	1	4
49	CCOC(=O)N1N=C(C)CC1(O)c1ccc(Cl)cc1 (stereo not drawn)	-1.8	-3	1	7
50	CC(NC(=O)c1ccco1)C(=O)N1CCN(c2ccccc2)CC1 (stereo not drawn)	0.1	15	0	13

cpd	HKDC1 inhibitor	SENP6 inh	GRIN3A LBD mod	SENP7 block
41	0	-1	2	3
42	-9	-3	-2	-4
43	13	-13	0	-8
44	3	-5	-1	-3
45	-5	9	-2	0
46	-6	-11	-1	0
47	-1	-9	-1	-1
48	-8	-20	-1	-2
49	-2	-13	0	2
50	-9	-4	-2	3

Ordered by the number under SENP8 inh (high to low): some entries from above
cpd	smiles	MPTP block	PfG6PD inh	ATG4B inh	SENP8 inh
48	CCOc1ccccc1N(CC(=O)NCC1CCCO1)C(=O)CCC(=O)Nc1nccs1 (stereo not drawn)	-0.8	-4	1	4
41	COc1cc(/C=N/N=C2/NC(=O)C(CC(=O)O)S2)ccc1OCc1ccc(Cl)cc1 (stereo not drawn)	2.2	-18	4	-2
45	CC(C)Oc1ccccc1OCCCCn1cnc2ccccc2c1=O	-3.2	4	-5	-3

cpd	HKDC1 inhibitor	SENP6 inh	GRIN3A LBD mod	SENP7 block
48	-8	-20	-1	-2
41	0	-1	2	3
45	-5	9	-2	0

Rows are unselected; about 6.9% have a hit in one of these screens.
